Assay outcomes as filed in PubChem.
SIRT5 inh = blocks human SIRT5 desuccinylation of peptide. Q9NXA8. Purified SirT5, succinyl-peptide AMC, trypsin-coupled fluorescence. inhibition, % at 15 µM. 330,000 tested, 1.1% active; in the data active means inhibition above about 15%; inconclusive means no clear call, values can overlap the other calls
Target sequence (Q9NXA8 whole entry, looked up): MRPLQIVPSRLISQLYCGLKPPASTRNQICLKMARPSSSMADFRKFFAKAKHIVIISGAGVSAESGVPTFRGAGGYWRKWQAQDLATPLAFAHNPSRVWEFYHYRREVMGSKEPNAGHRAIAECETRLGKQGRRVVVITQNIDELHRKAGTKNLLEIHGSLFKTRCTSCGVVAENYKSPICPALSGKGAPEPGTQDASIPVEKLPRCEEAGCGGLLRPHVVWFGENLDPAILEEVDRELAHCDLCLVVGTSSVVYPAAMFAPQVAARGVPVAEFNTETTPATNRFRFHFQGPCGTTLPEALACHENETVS
DENV2 CPE = inhibitors of DENV2 cytopathic effect | DENV2-infected cells, cytopathic effect rescue, plate reader | CPE inhibition, % at 9.99 µM | 350,000 tested, 1.7% active; in the data active means CPE inhibition above about 20%, passing the limit was not always enough; inconclusive means no clear call, values can overlap the other calls; tested in BHK-21 cells;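 further: 0% = median of neutral control wells and 100% = median of positive control wells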
PglD inh = PglD (C. jejuni) enzyme inhibition. purified PglD enzyme, DTNB colorimetric CoA detection. inhibition, % at 12.5 µM. 360,000 tested, 0.098% active. AID 602405; in the data active means inhibition above about 16%, passing the limit was not always enough; inconclusive means no clear call, values can overlap the other calls; further: strong numbers were not always called active
E-selectin induc = E-selectin induction on HUVECs; activation, % at 7.58 µM; AID 686992; HUVEC E-selectin immunofluorescence imaging; normalized: neutral wells 0, TNF-alpha wells 100; 260,000 tested, 0.37% active; P16581;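 active means mean E-selectin-positive cell signal at least 10% of the positive control, reached in at least 60% of replicates, without over 20% cell loss; inconclusive means no rule given, readout overlaps actives, possibly toxicity-flagged; inactive means the rest, including those meeting only one limit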;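 further: in these data hits start at about 27%; measured in HUVEC primary endothelial cells; signal is the percent of cells scored E-selectin positive by PE staining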
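material = human umbilical vein endothelial cells (HUVEC), E-selectin induction | quantity = 3,000 cells/well | medium = EGM-2 growth medium on 0.1% gelatin-coated wells | technique = immunofluorescence imaging | read-out basis = % PE-positive cells | control set = TNF-alpha positive control, DMSO neutral control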
ERp5 inh = inhibitors of human ERp5 | Q15084 | ERp5 insulin aggregation, absorbance 650 nm, 90 min | inhibition, % at 9.99 µM | 350,000 tested, 0.05% active;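 active means mean replicate inhibition above about 25%, with every replicate also reaching it, limit read from the data, passing the limit was not always enough; inconclusive means only one of those two criteria met; inactive means neither criterion met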
Target sequence (Q15084 whole entry, looked up): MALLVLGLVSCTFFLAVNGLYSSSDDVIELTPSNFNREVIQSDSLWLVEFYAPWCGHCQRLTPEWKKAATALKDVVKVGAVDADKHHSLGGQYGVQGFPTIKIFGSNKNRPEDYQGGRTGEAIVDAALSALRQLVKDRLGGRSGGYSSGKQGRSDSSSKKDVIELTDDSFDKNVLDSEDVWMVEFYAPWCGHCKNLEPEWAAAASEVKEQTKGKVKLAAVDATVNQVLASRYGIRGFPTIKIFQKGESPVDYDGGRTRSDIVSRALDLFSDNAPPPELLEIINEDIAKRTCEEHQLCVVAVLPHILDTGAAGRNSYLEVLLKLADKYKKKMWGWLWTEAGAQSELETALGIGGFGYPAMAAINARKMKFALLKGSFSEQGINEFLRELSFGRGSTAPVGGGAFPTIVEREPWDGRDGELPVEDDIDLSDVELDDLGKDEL
C2C12 statin = suppression of simvastatin myotoxicity; C2C12 myotubes + simvastatin, ATP luminescence, 48 h; scaled: DMSO 0, geranylgeraniol control 100; rescue of ATP level, % at 7.49 µM; 330,000 tested, 0.78% active;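 active means mean ATP rescue above about 67%, or every replicate alone reaching that limit, limit read from the data, passing the limit was not always enough; inconclusive means no clear call, values can overlap the other calls; inactive means mean under the limit and some replicate under it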;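 further: myotubes were challenged with 10 µM simvastatin during compound exposure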
S100A4 MyoIIA = inhibitors of human S100A4 binding to myosin IIA peptide. P26447. S100A4/TAMRA-MyoIIA peptide fluorescence polarization. inhibition, % at 10.7 µM. 360,000 tested, 0.14% active. AID 652163;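 active means mean inhibition of at least 70% across replicates, with every replicate also reaching that level; inconclusive means mean inhibition reaches 70% but some replicates fall short; inactive means mean inhibition below 70%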
Target sequence (P26447 whole entry, looked up): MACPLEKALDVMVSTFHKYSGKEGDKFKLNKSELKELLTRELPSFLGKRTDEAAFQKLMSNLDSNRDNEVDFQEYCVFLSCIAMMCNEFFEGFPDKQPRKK
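Material: S100A4 monomer (human). Medium: Calcium-containing HEPES buffer, pH 7.2. Probe or stimulus: labelled myosin peptide probe, 5 nM. Compound dosing: one concentration per compound. Timing: polarization read 5 min after assay mix addition, stable 5–60 min. Benchmarks: DMSO as neutral control, TFP as positive control.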
An asterisk follows results filed as active; ? = inconclusive; . = not tested or not shown; & = joins results of further samples. These rows are one share of the data. The share of hits here may be higher or lower than overall.

Start of the listing, in advance:
SMILES	SIRT5 inh	DENV2 CPE	PglD inh	E-selectin induc	ERp5 inh	C2C12 statin	S100A4 MyoIIA
Cc1ccc(NC2CCCN(C(=O)c3ccc(F)cc3)C2)cc1C (centres undefined)	-0.2	-0.3	3.7	.	9.1	-7.9	-2.3
Cc1ccc(S(=O)(=O)Nc2ccc3c(c2)C(=O)N([C@H](C)CO)C[C@@H](C)[C@H](CN(C)Cc2ccc4c(c2)OCO4)OCCCC[C@@H](C)O3)cc1	-0.4	-4.3	2.3	-0.2	4.4	6.6	-39.1
CO[C@H]1CC[C@@H]2CCN(C)C(=O)CCCN(C)C(=O)c3cccc(C#N)c3OC[C@@H]1O2	6.7	-0.2	3.5	-0.1	-2.5	5.0	7.9

The listing, previewed entries included:
SMILES	SIRT5 inh	DENV2 CPE	PglD inh	E-selectin induc	ERp5 inh	C2C12 statin	S100A4 MyoIIA
Cc1ccc(NC2CCCN(C(=O)c3ccc(F)cc3)C2)cc1C (centres undefined)	-0.2	-0.3	3.7	.	9.1	-7.9	-2.3
Cc1ccc(S(=O)(=O)Nc2ccc3c(c2)C(=O)N([C@H](C)CO)C[C@@H](C)[C@H](CN(C)Cc2ccc4c(c2)OCO4)OCCCC[C@@H](C)O3)cc1	-0.4	-4.3	2.3	-0.2	4.4	6.6	-39.1
CO[C@H]1CC[C@@H]2CCN(C)C(=O)CCCN(C)C(=O)c3cccc(C#N)c3OC[C@@H]1O2	6.7	-0.2	3.5	-0.1	-2.5	5.0	7.9
CCOC(=O)C1C(=O)C=C(c2ccc(C)cc2)CC1c1ccc([N+](=O)[O-])cc1 (centres undefined)	-0.8	1.9	.	-1.0	1.4	.	0.1
Cc1cc(NC(=O)COC(=O)c2ccccc2Cl)no1	-1.9	1.7	1.6	0.2	13.3	-1.2	-6.4
CCc1ccc(NC(=O)Nc2ccncc2)cc1	-0.8	2.3	0.1	0.2	-1.4	-8.5	-26.9
CC1=C(C(=O)N(C(C)C)C(C)C)CC(CC(=O)NCC2CCCCC2)C(=O)N1Cc1ccccc1 (centres undefined)	-1.7	5.2	-0.9	1.0	-0.7	7.6	-0.2
COc1ccc(NC(=O)CN2C(=O)NC3(CCCCCC3)C2=O)cc1Cl	0.8	1.9	7.3	-0.1	-1.2	-18.8	-2.8
CCc1c(O)nc(SCC(=O)Nc2ccc(Br)cc2)n(-c2ccc(C)cc2)c1=O	3.5	4.1	6.3	-0.1	-2.1	6.3	-9.5
CO[C@@H]1CN(C)C(=O)c2cc(NC(=O)C3CC3)ccc2OC[C@@H](C)N(Cc2ccncc2)C[C@H]1C	-3.3	-2.4	1.8	0.0	-6.9	-0.8	2.5
COc1cccc(NC(=O)CN(C)C(=O)c2cc(-c3ccccc3)nn2-c2ccccc2)c1	.	2.6	3.9	0.0	0.0	0.9	10.0
COCC(C)n1c(SCc2ccc(OC)c(F)c2)nc2ccccc2c1=O (centres undefined)	-3.5	.	.	-1.8	6.0	.	3.7
C[C@H]1CCCCO[C@H](CN(C)C(=O)c2ccncc2)[C@@H](C)CN([C@@H](C)CO)C(=O)c2cc(NS(=O)(=O)c3cccs3)ccc2O1	-0.9	3.7	-10.4	0.2	4.3	.	4.6
CN1C(=O)/C(=C/c2coc3ccc(O)cc3c2=O)SC1=S	-1.0	-1.1	-5.1	.	2.9	7.2	-0.4
CCOC(=O)C1(Cc2ccccc2)CCN(Cc2cnc(N3CCOCC3)s2)CC1	-7.1	4.2	2.7	-0.7	4.0	4.8	-7.2
CCCCN(C(=O)C1CCN(C(=O)c2ccccc2C)CC1)c1c(N)n(CCC)c(=O)[nH]c1=O	-6.0	-0.4	.	0.0	2.6	-9.0	-15.4
CN(C(=O)c1ccc(NC(=O)Cc2ccc([N+](=O)[O-])cc2)cc1)C1CCCC1	.	1.3	0.8	0.1	7.2	2.3	14.8
COc1ccc(S(=O)(=O)N2CCOC2CNC(=O)C(=O)NCCN2CCOCC2)cc1 (centres undefined)	-0.6	?	-0.5	3.2	-2.8	5.0	-0.6
Cc1ccc(-c2c(N)nc3ncccn23)cc1	1.0	-1.0	.	5.8	-0.4	.	-6.8
Cc1ccccc1C(=O)c1cccn1CC(=O)NC(C)CCc1ccccc1 (centres undefined)	-3.0	10.4	-4.4	.	-4.6	15.4	-2.4
C/C=C/c1ccc2c(c1)O[C@@H](CN(C)Cc1ccncc1)[C@@H](C)CN([C@@H](C)CO)S2(=O)=O	2.0	-11.6	-1.0	-0.1	-6.4	15.5	5.0
Cn1cnc(S(=O)(=O)N[C@@H]2C=C[C@@H](CC(=O)Nc3ccccc3)O[C@H]2CO)c1	-0.4	4.8	1.5	-0.2	-4.0	1.6	15.6
CN1CCN(C(=O)C2=C[C@@H](c3coc4ccccc4c3=O)C[C@@H](OCCCCO)O2)CC1	0.2&-3.3	18.7&-0.1	-8.1&3.7	0.1	-1.2&4.0	1.0	4.1&-3.2
O=C(Nc1ccc2oc(=O)ccc2c1)c1ccc(-c2cccc([N+](=O)[O-])c2)o1	-3.3	27.1*	0.8	0.9	16.5	.	-4.7
O=C(Nc1ccccc1-c1ccccc1)C1CCCCC1	.	.	.	0.0	2.4	.	1.2
(list continues)
SMILES	SIRT5 inh	DENV2 CPE	PglD inh	E-selectin induc	ERp5 inh	C2C12 statin	S100A4 MyoIIA
COc1ccc(CCNC(=O)CSc2nccc(=O)[nH]2)cc1OC	-4.1	.	.	-0.4	6.1	.	-2.7
Cc1ccc(-n2ncc3c2CC(C)(C)CC3NC(=O)c2ccccn2)cc1 (centres undefined)	1.4	7.4	-0.4	.	-1.2	-6.2	-6.8
CO[C@@H]1CN(C)C(=O)c2ccc(NC(=O)Nc3ccccc3)cc2OC[C@@H](C)N(C(=O)CN(C)C)C[C@H]1C	-6.3	4.9	0.0	-0.2	3.5	-14.2	-8.4
CCOC(=O)C1CCCN(C(=O)c2cccc(S(=O)(=O)N3CC(C)OC(C)C3)c2)C1 (centres undefined)	-2.6	-3.7	5.5	.	3.0	4.2	1.9
CCOC(=O)C1CCCN(c2c(N3CCN(c4cccc(Cl)c4)CC3)c(=O)c2=O)C1 (centres undefined)	-3.5	2.2	1.5	1.3	0.1	-14.8	-2.6
CCCCNC(=O)O/N=C(\N)CS(=O)(=O)C(C)(C)C	-4.2	-3.2	.	.	-7.2	.	24.1
COc1ccc(C(=O)Nc2ccnn2C2CCN(C(C)CSC)CC2)cc1 (centres undefined)	-2.1	0.0	0.9	2.1	-1.0	-2.2	4.3
Cc1ccc(NC(=O)N(Cc2ccco2)C(C)c2ccco2)cc1C (centres undefined)	-1.5	-5.4	3.3	.	7.5	24.4	0.4
CCCCCCSc1ccc(-c2nc3ccc(C)cn3c2NCc2ccccc2)cc1	-1.2	8.3&-6.4	-0.5	0.2&0.2	-5.8&-2.4	-16.4	-7.1&34.6
CCCNC(=O)N[C@@H]1C=C[C@@H](CC(=O)N2CCN(C)CC2)O[C@@H]1CO	2.6	-9.2	-3.9	-0.1	-6.5	2.1	11.5
COc1ccc(C2C(C#N)=C(C)NC(C)=C2C#N)c(OC)c1	-0.7	13.4	.	-0.2	0.3	.	-20.2
CC(=O)c1sc(NC(=O)C2CCN(C(=O)c3ccc(F)cc3)CC2)nc1-c1ccccc1	0.8	-1.1	-3.0	-0.1	0.7	30.1	-3.1
COc1ccc(-n2ncc(C(C)NS(=O)(=O)c3ccc(C(C)=O)cc3)c2C)cc1 (centres undefined)	1.8	1.6	-5.4	-0.1	-2.3	2.2	-13.8
COc1ccc(OC)c(NC(=O)C(C)N2c3cccc4cccc(c34)S2(=O)=O)c1 (centres undefined)	-0.2	-4.9	4.5	0.1	2.4	-2.8	-2.6
COc1ccc(CCNC(=O)CN(C)S(=O)(=O)c2ccc3c(c2)CCC(=O)N3)cc1OC	.	7.8	0.1	0.5	-1.0	5.0	1.3
C[C@H]1CN([C@@H](C)CO)C(=O)c2cccc(NS(C)(=O)=O)c2O[C@H]1CN(C)C(=O)Nc1ccc(F)cc1	-2.0	7.4	0.5	0.1	-0.2	-15.3	14.4
CC1=C(C(=O)N2CCOCC2)CC(CC(=O)NCCc2ccccn2)C(=O)N1Cc1ccccc1 (centres undefined)	-2.9	-6.2	2.1	-0.1	4.9	3.1	0.6
CCCC#Cc1ccc([C@H]2[C@@H](C#N)N(C(=O)C3CCCC3)[C@H]2CO)cc1	1.1	-2.8	-1.4	-0.6	-2.4	3.9	-2.6
CCOC(=O)c1cc(CO)cc(C(=O)OCC)c1	-0.5	3.2	.	0.9	4.2	.	-2.6
O=C(Nc1ccc(SC(F)F)cc1)C12CCC(CC1)C2	-2.2	-1.1	-0.8	-0.1	0.2	2.5	-2.6
O=C(Nc1ccc2c(c1)OCO2)c1cc(C2CC2)on1	7.5	?	1.6	0.4	20.1	1.9	2.5
CCc1ccc(C2C3=C(CC(C)(C)CC3=O)OC3=C2C(=O)CC(C)(C)C3)cc1	0.2	10.9	2.3	4.8	5.4	24.4	4.0
O=C(CN1CCN(C2CCCCC2)CC1)c1ccc2cc[nH]c2c1	-1.2	0.8	-3.7	.	-1.1	5.5	-0.5
CN1CCN(c2ncnc3scc(-c4ccccc4Cl)c23)CC1	-4.2	-5.2	-1.2	0.3	2.3	1.8	-1.5
COC(CNC(=O)C1CCN(S(=O)(=O)c2ccc3nc4c(c(C(=O)O)c3c2)CC(C)CC4)CC1)OC (centres undefined)	4.5	0.2	-8.7	.	0.8	11.2	-11.5
Carrying on.
SMILES	SIRT5 inh	DENV2 CPE	PglD inh	E-selectin induc	ERp5 inh	C2C12 statin	S100A4 MyoIIA
O=C(CN1C(=O)C2C3C=CC(C3)C2C1=O)OCC(=O)c1ccc(Cl)c([N+](=O)[O-])c1 (centres undefined)	-0.8	?	2.7	-1.1	-1.7	.	-0.6
O=C(CCC1CCCCC1)Nc1cccc(C(=O)Nc2ccc(C(=O)O)cc2)c1	-7.6	3.2	-6.0	0.2	0.5	7.8	-4.4
O=c1ccnc(Nc2ccc([N+](=O)[O-])cc2)[nH]1	.	-3.0	.	0.2	5.7	.	2.5
COc1ccc(/C=N/NC(=O)CNC(=O)c2ccc3c(c2)OCCO3)cc1OC	2.3	2.8	.	-0.1	0.2	.	6.7
COc1cc(NC(=O)Cn2cnc3c(SC)nc(N)nc32)cc(OC)c1OC	-0.8	-10.5	1.0	0.6	-1.7	4.4	-1.1
CCCCCC(=O)Nc1ccc(C2C(=O)c3ccccc3C2=O)cc1	-1.6	-1.4	3.3	0.1	1.8	9.0	2.4
O=C(c1ccc(CN2CCOCC2)cc1)N1CCN(c2ccccc2)CC1	-0.4	-0.4	0.6	.	-3.6	4.2	2.5
CC(Oc1ccc2c(c1)oc(=O)c1ccccc12)C(=O)NCCN1CCOCC1 (centres undefined)	-14.3	-0.2	-2.9	.	0.7	7.9	-5.9
Cn1nc(-c2ccccc2)c(CO)c1Oc1cccc(C(F)(F)F)c1	1.6	-3.5	.	.	-1.9	.	-0.8
COc1ccc2c3c([nH]c2c1)[C@H](CO)N(C(=O)c1ccccn1)CC31CN(C(=O)C2CCC2)C1	-0.3	11.2	.	0.0	1.2	.	-13.1
O=C(NC1CCCC1)C(c1ccncc1)N(C(=O)c1csnn1)c1ccc(F)c(Cl)c1 (centres undefined)	-2.8	-1.3	-3.5	0.1	7.3	-0.5	-0.4
O=C(COC(=O)C1CCN(S(=O)(=O)c2cccs2)CC1)NCc1ccc(F)cc1	-0.7	6.7	-3.5	3.7	-0.8	19.3	-2.9
CCC(=O)N1CC[C@@H]2[C@H](CO)Nc3ccc(-c4ccc(C(=O)N(C)C)cc4)cc3[C@@H]21	-1.6	12.7	-1.0	-0.7	-1.3	-4.8	4.4
